# Screens as filed in PubChem BioAssay.
# p53 reactivation: restores transcriptional activity of mutant p53; 320,000 tested, 0.063% active; H1299 p53-A138V BP100-luciferase reporter, luminescence, 24 h; Potency, µM (top dose mostly 92.2 µM), for the others: at the highest dose activity change, positive = activation, usual class: activators; also: % of control where 0% means no effect; nearly all actives have a fitted effect of over 45% in size
#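 H1299 (p53-null), stable ts p53-A138V + BP100-Luc; 1000 cells/well, Opti-MEM/10% FBS; cpd 4 pt, 1:5; 24 h, 37 deg C, 5% CO2; detection reagent 10 min RT; luminescence.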
# VP16 counter: inhibits Gal4-VP16 luciferase reporter, ROR gamma counter-screen | Drosophila S2 Gal4-VP16 UAS-luciferase, luminescence, 20 h | Potency, µM (top dose mostly 53.6 µM), without a hit: at the highest dose activity, negative = inhibition, most hits filed as inhibitors | 310,000 tested, 3.5% active;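 also: Gal4-VP16 expression switched on by copper sulfate through the metallothionein promoter; % is scaled to controls: 0 for no effect and ±100 for the full control effect; nearly all actives have a fitted effect of over 50% in size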
# FLuc modulator: firefly luciferase modulation, counter-screen for miR-21 project; 360,000 tested, 6.9% active; P08659; Potency, µM (top dose mostly 57.5 µM), without a hit: at the top dose activity change, negative = inhibition, actives largely listed as inhibitors; purified FLuc, Km substrates, luminescence inhibition;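 also: plate controls were vehicle for no effect and reference inhibitor for full effect; nearly all actives have a fitted effect of over 55% in size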
#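 Purified P. pyralis luciferase, 10 nM final, with Km-level 10 uM D-luciferin and 10 uM ATP in 50 mM Tris acetate pH 7.5, 10 mM Mg acetate, 0.01% Tween-20, 0.05% BSA; 6-point qHTS titration about 60 µM downward; luminescence read.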
# RORg inh: ROR gamma (mouse) transcription inhibition; Drosophila S2 Gal4-RORgamma UAS-luciferase reporter, 20 h; 310,000 tested, 5.4% active; Potency, µM (highest dose often 53.6 µM), for the others: at the highest dose activity change, negative = inhibition, usual class: inhibitors; AID 2551; also: % is scaled to controls: 0 for no effect and ±100 for the full control effect; nearly all actives have a fitted effect of over 60% in size
# Target sequence (P51450 whole entry, looked up, the tested form may be a part): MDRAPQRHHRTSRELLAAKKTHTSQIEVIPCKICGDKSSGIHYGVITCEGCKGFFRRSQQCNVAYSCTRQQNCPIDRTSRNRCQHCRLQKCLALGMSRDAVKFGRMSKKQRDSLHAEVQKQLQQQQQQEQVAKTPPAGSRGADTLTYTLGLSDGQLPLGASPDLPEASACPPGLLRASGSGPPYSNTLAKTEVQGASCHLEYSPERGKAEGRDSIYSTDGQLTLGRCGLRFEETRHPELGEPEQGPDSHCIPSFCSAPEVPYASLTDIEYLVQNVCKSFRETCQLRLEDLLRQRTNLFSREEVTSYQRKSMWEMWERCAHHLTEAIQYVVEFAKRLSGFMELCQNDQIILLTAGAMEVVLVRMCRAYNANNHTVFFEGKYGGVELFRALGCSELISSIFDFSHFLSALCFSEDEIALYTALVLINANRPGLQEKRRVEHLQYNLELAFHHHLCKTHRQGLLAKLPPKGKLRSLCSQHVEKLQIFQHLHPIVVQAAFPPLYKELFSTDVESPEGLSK
#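 Stably transfected Drosophila Schneider cells are the test system, with ROR gamma fused to Gal4 and luciferase under UAS control; luminescence is read after 20 hr of 700 uM copper sulfate induction at ambient temperature.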
# ELG1 genotox: induces genotoxicity in HEK293T cells with luciferase-tagged ELG1 | Potency, µM (doses to about 46 µM), for inactives: top-dose activity change, positive = activation, actives largely listed as activators | HEK293T ELG1-luciferase reporter, luminescence, 16 h | 330,000 tested, 1.3% active; also: % of control where 0% means no effect; nearly all actives have a fitted effect of over 60% in size
#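 Screening used a luciferase reporter fused to human ELG1 in HEK293T cells. Luminescence was read on a CCD plate imager after 16 hr exposure and 30 min ONE-Glo incubation.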
# MBNL1 CUG block: blocks human MBNL1 binding to CUG repeat RNA | Q9NR56 | TR-FRET MBNL1-His/biotin-(CUG)12 binding, 665/545 ratio | Potency, µM (top dose mostly 57.5 µM), inactives show top-dose activity change, negative = inhibition, most hits filed as inhibitors | 280,000 tested, 0.036% active | AID 2675; active = well fitted inhibition curve with a large enough effect in the signal ratio, with a control signal flat, not every such curve was filed as active; inconclusive = small, poorly fitted or top-dose-only effect, or effect the other way, or a change in a side signal; inactive = no such curve, though single readings can be large or run the other way; the % refers to the signal ratio; also: % is scaled to controls: 0 for no effect and ±100 for the full control effect
# Target sequence (Q9NR56 whole entry, looked up): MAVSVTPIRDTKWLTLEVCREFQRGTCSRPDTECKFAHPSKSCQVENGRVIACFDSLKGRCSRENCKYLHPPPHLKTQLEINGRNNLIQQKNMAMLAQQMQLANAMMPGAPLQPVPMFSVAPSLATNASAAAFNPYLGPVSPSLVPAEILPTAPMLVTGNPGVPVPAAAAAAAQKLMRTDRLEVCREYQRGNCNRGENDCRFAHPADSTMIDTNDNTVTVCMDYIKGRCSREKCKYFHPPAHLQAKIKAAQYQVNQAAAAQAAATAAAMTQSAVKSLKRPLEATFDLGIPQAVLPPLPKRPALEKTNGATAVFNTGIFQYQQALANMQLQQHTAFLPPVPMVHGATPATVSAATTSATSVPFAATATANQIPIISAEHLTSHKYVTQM
#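 Ratiometric TR-FRET (665 over 545 nm, excitation 340 nm) tracks disruption of MBNL1-His/biotin-(CUG)12 complex after 60 min at room temperature, with compounds at 92 nM to 58 uM final.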
# uPA surface inh: cell surface uPA generation inhibition | cell surface uPA generation assay, qHTS | 330,000 tested, 0.31% active | Potency, µM (highest dose often 38.3 µM), for inactives: at the highest dose activity change, negative = inhibition, usual class: inhibitors | AID 540303; active = well fitted inhibition curve with a large enough effect; inconclusive = small, poorly fitted or top-dose-only effect; inactive = no such curve, though single readings can be large or run the other way; tested in mouse RAW 264.7 cells; also: % is scaled to controls: 0 for no effect and ±100 for the full control effect; nearly all actives have a fitted effect of over 55% in size
# NPC1 promoter act: activates the NPC1 promoter. Huh7 NPC1 promoter luciferase reporter, 24 h. Potency, µM (series often up to 9.22 µM), without a hit: at the highest dose activation, usual class: activators. 320,000 tested, 2.4% active;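 also: % of control where 0% means no effect; nearly all actives have a fitted effect of over 60% in size; reporter is driven by a mutant NPC1 promoter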
#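 In 1536-well qHTS, Huh7 cells harboring an NPC1 promoter–luciferase construct received compound for 24 h; activation was quantified by luminescence following luciferase reagent addition.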
# Rab9 prom act: activates the Rab9 promoter | Huh7 Rab9 promoter-luciferase reporter, luminescence, 24 h | AID 485297 | 320,000 tested, 2.8% active | Potency, µM (series often up to 9.22 µM), inactives show at the highest dose activation, negative = inhibition, usual class: activators; also: % of control where 0% means no effect; nearly all actives have a fitted effect of over 60% in size
#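 Steps: seed 1500 Huh7 Rab9-luc cells per well, rest 2 h at 37 °C; add compound in DMSO; incubate 24 h; add luciferase reagent, 10 min ambient; read luminescence.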
# BRCA1 expr act: increases BRCA1 expression. MCF7-BRCA1-FFLuc reporter, luminescence, 48 h; response scale: scaled: vehicle 0%, 10 µM genistein 100%. Potency, µM (top dose mostly 46.1 µM), for inactives: at the highest dose activation, actives largely listed as activators. 380,000 tested, 1.1% active. AID 624202; also: nearly all actives have a fitted effect of over 80% in size; some results filed as inactive show a strong effect at the top dose
#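 Cells: MCF7-BRCA1-FFLuc, 2000/well. Exposure: 48 h, 37 °C, 5% CO2. Read: luminescence, 15 min post-substrate. Controls: genistein 10 microM (maximal activation), DMSO (neutral).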
# The depositor's hits bear a star; u = inconclusive; x = not tested or not shown; & = joins results of further samples; [ ] = dose if it differs, or a comment. Unless noted, calls follow the shape of the dose curve; as a rule, active = well fitted curve in the direction sought with a large enough effect; inconclusive = small, poorly fitted or top-dose-only effect, or another doubt; inactive = no such curve, though single readings can be large; an effect the other way counts as inactive or inconclusive. Potency is read from the fitted curve at half-maximal effect.
SMILES,p53 reactivation,VP16 counter,FLuc modulator,RORg inh,ELG1 genotox,MBNL1 CUG block,uPA surface inh,NPC1 promoter act,Rab9 prom act,BRCA1 expr act
CC(=O)c1ccc(N2CCN(C(=O)c3cccc(Oc4ccccc4)c3)CC2)cc1,-1%,u,u,u,2%,4%,0%,3%,12%,0%
O=C(CN1CCN(Cc2ccc3c(c2)OCO3)CC1)N1CCc2[nH]c3ccccc3c2C1,10%,-5%,6%,3%,-2%,-15%,x,0%,-9%,x
COc1cc2ncnc(NCc3ccccc3C)c2cc1OC,-13%,10%,1%,11%,-3%,u,4%,0%,2%,-17%
COCCNC(=S)NC(=O)c1ccc(C(C)(C)C)cc1,9%,11µM*,13µM*,2µM*,u,-8%,-17%,24%,u,51%
CCOc1ccc2nc(NC(=O)C34CC5CC(CC(NC(C)=O)(C5)C3)C4)sc2c1,20%,-10%,u,-18%,0%,14%,-8%,3%,-7%,104%
Cn1c(CC(=O)Nc2ccc(Cl)cc2)nnc1SCC(=O)N1CCOCC1,3%,12%,-1%,1%,1%,-1%,14%,-1%,1%,-27%
CCOC(=O)c1ccc(N=C2SC(C(=O)Nc3ccc(C(=O)O)cc3)CC(=O)N2Cc2cccs2)cc1 (stereo not given),-4%,-7%,u,18%,0%,6%,0%,-4%,-3%,0%
Cc1ccc2nc(SCC(=O)N(CC(C)C)c3c(N)n(Cc4ccccc4)c(=O)[nH]c3=O)[nH]c2c1,-1%,-12%,6%,17%,0%,x,8%,-6%,-4%,-25%
CCOC(=O)c1cc2c(=O)[nH]ccc2nc1C(F)(F)F,3%,-9%,5%,-5%,2%,5%,-3%,-6%,-2%,0%
CN(Cc1nc(-c2ccccc2)no1)C(=O)c1ccco1,10%,-14%,-12%,-9%,4%,-2%,1%,-2%,7%,13%
CC(=O)NCCc1nc2cc(NC(=O)c3ccccc3C)ccc2n1C,5%,-9%,u,10%,5%,-9%,5%,6%,17%,28%
CSc1ccc2c(c1)C(N1CCN(C)CC1)Cc1ccccc1S2 (stereo not given),0%,1%&-1%&-17%,3%,u,-7%,-3%,u,-36%[inhibitor][46.1 µM],-41%[inhibitor][46.1 µM],11%&-6%
CCOC(=O)c1cc2c(ccn2C)n1Cc1cc(C)ccc1C,6%,7%,2%,1%,1%,1%,0%,1%,2%,-24%
COc1ccc(S(=O)(=O)N(C)CC(=O)NC2CCCC2)cc1Cl,-1%,x,-1%,-22%[0.365 µM],-1%,-1%,4%,-1%,-5%,-19%
CN(C(=O)CSc1nncn1-c1ccccc1)c1ccccc1,-5%,-4%,-1%,9%,5%,-1%,-2%,-8%,4%,10%
COc1ccc(C2C3=C(CC(C)(C)CC3=O)Oc3ncn(CC(C)C)c(=N)c32)cc1 (stereo not given),1%,1%,4%,14%,-3%,-8%,3%,-5%,5%,-16%
O=C(NC(=S)Nc1ccc(S(=O)(=O)Nc2nccs2)cc1)c1ccc(F)cc1,1%,u,4%,40%,0%,13%,-1%,-1%,-2%,-13%
O=C(O)CSc1nnc(-c2cccc(S(=O)(=O)N3CCOCC3)c2)n1-c1cccc(Cl)c1,0%,-6%,1%,3%,2%,-7%,2%,-1%,0%,0%
CC1CC(=O)C2=C(C1)Nc1ccccc1SC2c1ccc(F)cc1 (stereo not given),-18%,-12%,1%,27%,0%,-9%,-9%,2%,1%,-46%
CCc1ccc(OCC(=O)N2CCN(c3ccccn3)CC2)c(Br)c1,-12%,5%,-13%,16%,0%,0%,9%,-4%,1%,0%
Cc1nn(Cc2ccc(C(=O)N3N=C(C(F)F)CC3(O)C(F)F)o2)c(C)c1[N+](=O)[O-] (stereo not given),2%,-29%,2%,-39%,-5%,-9%,-3%,-5%,-4%,-22%
CCCC(c1nnnn1C(C)(C)CC)N1CCN(C(=O)c2ccco2)CC1 (stereo not given),1%,2%,2%,-9%,7%,4%,-14%,-5%,0%,0%
O=C(CN1CCN(c2ccccc2O)CC1)Nc1cc(S(=O)(=O)N2CCCC2)ccc1Cl,-5%,x,-1%,x,-10%,x,-17%,-3%,-7%,-39%
COc1ccc(CCNC(=O)C(=O)NCC2OCCN2S(=O)(=O)c2ccccc2)cc1 (stereo not given),x,15%,-3%,-11%,0%,-9%,2%,0%,4%,-5%
Cc1ccc(S(=O)(=O)c2cnc(-c3ccccc3)nc2N2CCCCC2)cc1,16%,-14%[10 µM],-4%,17%,-5%,-3%,23%,-7%,-3%,-22%
# The list goes on:
SMILES,p53 reactivation,VP16 counter,FLuc modulator,RORg inh,ELG1 genotox,MBNL1 CUG block,uPA surface inh,NPC1 promoter act,Rab9 prom act,BRCA1 expr act
CCOc1ccc(NC(=S)NC(=O)/C=C/c2ccc(C)cc2)c([N+](=O)[O-])c1,-1%,-17%,u,37%,u,1%,-7%,9%,6%,-60%
CCN(CC)c1ccc(C(=O)n2cnc3ccccc32)cc1,28%,u,5.4µM*,-41%,7%,11%,-10%,u,u,-1%
CC(NC(=O)Nn1cnnc1)(C(F)(F)F)C(F)(F)F,1%,5%,0%,0%,1%,2%,x,5%,-5%,2%
CC(=O)c1ccc(-n2ccc(=O)cc2)cc1,3%,2%,1%,-1%,0%,1%,21%,-3%,-7%,-3%
CN(CC(=O)Nc1ccc(S(N)(=O)=O)cc1)Cc1ccccc1F,0%,-19%,-1%,10%,-2%,-6%,2%,-2%,0%,5%
O=S(=O)(O)c1cc(OS(=O)(=O)c2ccccc2)cc2ccccc12,-2%,-7%,-6%,2%,0%,u,-2%,-6%,1%,4%
NNC(=O)c1cccc(COc2cccc(Br)c2)c1,4%,u,u,13µM*,12%,1%,-2%,u,u,15%
Nc1nc(-c2ccc3c(c2)CCCC3)c(CC(=O)O)s1,1%,-4%,24µM*,18%,-1%,21%,-1%,-1%,4%,-22%
O=C(CN(Cc1cccs1)C(=O)CSc1nnc(COc2ccccc2)o1)NC1CCCC1,-2%,11%,2%[2.3 µM],-18%,-12%,-3%,8%,1%,1%,4%
COc1ccc(NC(=O)N(CCN2CCCC2)Cc2cc3cc(OC)c(OC)cc3[nH]c2=O)cc1,u,0%,6%,12%,0%,-15%,3%,-6%,-2%,-3%
O=C(CN1C(=O)NC2(CCCC2)C1=O)N1CCN(S(=O)(=O)c2ccccc2F)CC1,-3%,-5%,6%,-26%,2%,0%,2%,2%,4%,2%
CCn1c(=O)c(C(=O)CN2CCN(S(=O)(=O)c3cc(C)ccc3C)CC2)c(N)n(Cc2ccccc2)c1=O,7%,-5%,2%,u,-6%,-21%,-7%,-1%,-20%,-31%
COc1ccc(S(=O)(=O)NCCC(=O)N2CCCC2)cc1N(C)S(C)(=O)=O,5%,3%,-1%,5%,4%,4%,0%,-6%,-2%,-3%
COc1ccc(N2CC(C(=O)N3CCN(C)CC3)CC2=O)cc1 (stereo not given),3%,-2%,-1%,17%,1%,-5%,3%,-2%,2%,11%
COc1ccc(Cl)cc1NC(=S)N1CCC(c2ccc(C)cc2)C1 (stereo not given),4%,-17%,0%,13µM*,-7%,-2%,-2%,-5%,-6%,-14%
C=CC[N+](C)(C)CCN1C(=O)C2C(c3ccccc3)C=CC(c3ccccc3)C2C1=O (stereo not given),1%,4%,0%,-4%,0%,-5%,0%,-3%,13%,2%
CCOC(=O)N1CCN(C(=O)CCCCCn2c(=S)[nH]c3ccsc3c2=O)CC1,-3%,u,-17%,11µM*,-8%,0%,-4%,-2%,2%,-6%
Cc1ccccc1Cn1cc(NS(=O)(=O)c2cn(C)nc2C)cn1,-16%,3%,1%,-17%,0%,-4%,4%,0%,-6%,-5%
NC(=O)C[C@@H]1N[C@]2(C(=O)Nc3ccccc32)[C@@H]2C(=O)N(c3cc(C(F)(F)F)ccc3Cl)C(=O)[C@H]12,-1%,-3%,3%,5%,-1%,-2%,x,3%,3%,-13%
CCC(=O)N1CCN(c2ccc(NC(=S)NC(=O)C(C)C)cc2)CC1,-6%,-10%,1%,u,0%,-7%,0%,-6%,-11%,0%
O=C(CCOc1cccc(Br)c1)Nc1ccc(F)c(S(=O)(=O)N2CCOCC2)c1,-3%,x,0%,x,-10%,x,-5%,-1%,3%,-60%
Cc1ccc(CSCC2Nc3ccc(C(=O)N4CCN(c5cccc(C)c5)C(C)C4)cc3NC2=O)cc1 (stereo not given),27%,-4%,0%,0%,-2%,12%,x,-5%,-4%,x
COCCCNC(=O)Cn1cc(C(C)=O)c2ccccc21,26%,1%,-1%,-26%,5%,-2%,6%,-3%,-2%,19%
O=C(COC(=O)COc1ccccc1)Nc1ncc(Cl)cc1Cl,-8%,x,x,x,4%,x,-1%,x,x,-13%
Nc1c(Cl)ncnc1N1CCCC1,-4%,2%,3%,-3%,1%,-6%,-6%,1%,-5%,12%

# Fetched by structure from above (3):
SMILES,p53 reactivation,VP16 counter,FLuc modulator,RORg inh,ELG1 genotox,MBNL1 CUG block,uPA surface inh,NPC1 promoter act,Rab9 prom act,BRCA1 expr act
CC(NC(=O)Nn1cnnc1)(C(F)(F)F)C(F)(F)F,1%,5%,0%,0%,1%,2%,x,5%,-5%,2%
COCCCNC(=O)Cn1cc(C(C)=O)c2ccccc21,26%,1%,-1%,-26%,5%,-2%,6%,-3%,-2%,19%
CN(CC(=O)Nc1ccc(S(N)(=O)=O)cc1)Cc1ccccc1F,0%,-19%,-1%,10%,-2%,-6%,2%,-2%,0%,5%
